HepG2 tox – qHTS for Inhibitors of TGF-b: Cytotox Counterscreen. Potency, µM (titrated, usually from 46.1 µM), without a hit: top-dose activity change, negative = cytotoxicity, usual class: cytotoxic. HepG2 CAGA-GFP viability, ATP luminescence, 18 h. AID 588856, 2011. 410,000 compounds, 0.76% hits; note: some results filed as inactive show a strong effect at the top dose
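CellTiter-Glo luminescence gave cytotoxicity after 18 hours at 37 degrees C. The cells were HepG2 CAGA-GFP in 1% FBS DMEM, stimulated with 500 pg/mL TGF-beta after compound addition. %Activity was normalised to no-cell wells (complete cell-killing) and DMSO (no toxicity), and curves were fitted and classified.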
A549 tox – Nrf2 qHTS screen for inhibitors: counterscreen for cytotoxicity. A549 ARE-Fluc cells, CellTiter-Fluor viability, 18-24 h. Potency, µM (highest dose often 46 µM), for the others: top-dose activity change, negative = cytotoxicity, hits mostly inhibitors. 390,000 compounds, 0.16% hits. AID 504648, 2011; note: % is set by controls: 0 for no effect and ±100 for the full control effect
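A549 ARE_Fluc cells in 5% FBS OPTI-MEM were exposed to compounds in concentration-response for 18-24 h at 37 deg C. Viability was read by CellTiter-Fluor fluorescence (Ex 405/Em 525) after 30 min, before the luciferase read.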
EPAC2 antagonist – qHTS for Antagonist of cAMP-regulated guanine nucleotide exchange factor 2 (EPAC2): primary screen | 360,000 compounds, 0.18% hits | Potency, µM (top dose mostly 114 µM), for inactives: at the highest dose activity, negative = inhibition, hits mostly inhibitors | EPAC2 GEF exchange of Rap1B-BODIPY-GDP, fluorescence; note: % is set by controls: 0 for no effect and ±100 for the full control effect; nearly all actives have a fitted effect of over 45% in size; many of its hits are not listed in these tables
Target sequence (Q8WZA2 whole entry, looked up): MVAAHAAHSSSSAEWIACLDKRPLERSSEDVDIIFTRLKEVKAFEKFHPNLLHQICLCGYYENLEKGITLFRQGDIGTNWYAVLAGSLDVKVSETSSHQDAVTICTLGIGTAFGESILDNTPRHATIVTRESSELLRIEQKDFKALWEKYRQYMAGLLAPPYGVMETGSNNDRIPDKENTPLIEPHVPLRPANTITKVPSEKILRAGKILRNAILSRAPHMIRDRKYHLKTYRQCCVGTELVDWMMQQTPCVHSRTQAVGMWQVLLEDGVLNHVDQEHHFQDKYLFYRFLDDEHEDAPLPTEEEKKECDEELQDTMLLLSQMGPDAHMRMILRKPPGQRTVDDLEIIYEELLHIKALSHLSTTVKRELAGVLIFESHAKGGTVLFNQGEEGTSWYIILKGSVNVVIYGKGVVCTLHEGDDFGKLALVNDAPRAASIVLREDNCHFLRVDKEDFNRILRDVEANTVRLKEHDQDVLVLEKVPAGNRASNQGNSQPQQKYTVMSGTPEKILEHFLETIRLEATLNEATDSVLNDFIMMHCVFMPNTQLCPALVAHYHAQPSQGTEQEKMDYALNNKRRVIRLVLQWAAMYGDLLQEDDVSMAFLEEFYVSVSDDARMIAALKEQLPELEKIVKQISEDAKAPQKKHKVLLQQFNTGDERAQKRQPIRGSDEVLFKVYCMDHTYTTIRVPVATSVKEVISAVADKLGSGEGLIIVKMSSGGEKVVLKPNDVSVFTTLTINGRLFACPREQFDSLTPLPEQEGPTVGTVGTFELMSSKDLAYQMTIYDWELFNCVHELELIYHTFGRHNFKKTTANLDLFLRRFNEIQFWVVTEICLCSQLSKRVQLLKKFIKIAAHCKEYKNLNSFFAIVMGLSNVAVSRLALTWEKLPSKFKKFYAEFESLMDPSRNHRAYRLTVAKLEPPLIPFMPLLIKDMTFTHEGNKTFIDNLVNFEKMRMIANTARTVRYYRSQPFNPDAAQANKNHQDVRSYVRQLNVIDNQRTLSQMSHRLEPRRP
TGFb SMAD3 inh – qHTS for Inhibitors of TGF-b; Potency, µM (highest dose often 46.1 µM), for the others: at the highest dose activity, negative = inhibition, usual class: inhibitors; HepG2 CAGA-GFP TGF-b/SMAD3 reporter, GFP fluorescence, 18 h; TGF-beta stimulated, 500 pg/mL final; 410,000 compounds, 1.2% hits; AID 588855, 2011; note: % is set by controls: 0 for no effect and ±100 for the full control effect; nearly all actives have a fitted effect of over 65% in size
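HEPG2 CAGA-GFP reporter cells (1000/well, DMEM with 1% FBS) received compounds, then recombinant TGF-beta at 500 pg/mL final for 18 hours at 37 degrees C. Per-cell GFP summed per well was normalised to unstimulated and stimulated DMSO controls before curve fitting.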
ATXN2 expr inh – Primary qHTS for Inhibitors of ATXN expression; 360,000 compounds, 0.72% hits; AID 1745845, 2022; HEK-293 ATXN2-luciferase reporter, luminescence, 24 h; Potency, µM (titrated, usually from 57 µM), for the others: at the top dose activity change, negative = inhibition, usual class: inhibitors; note: % is set by controls: 0 for no effect and ±100 for the full control effect; nearly all actives have a fitted effect of over 55% in size
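ATXN2-luciferase reporter cells (luciferase flanked by upstream and downstream ATXN2 gene portions) were treated 24 h at 37 °C with compounds at up to 57 uM. SteadyGlo luminescence gave expression; GF-AFC fluorescence gave viability.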
Nrf2 activator – qHTS of Nrf2 Activators; 410,000 compounds, 0.31% hits; Potency, µM (highest dose often 46.1 µM), for the others: at the top dose activation, hits mostly activators; AREc32 ARE-luciferase reporter (MCF7-derived line), luminescence, 24 h; note: % of control where 0% means no effect; nearly all actives have a fitted effect of over 65% in size
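Each well held 1000 AREc32 cells, which were incubated with compound for 24 hr at 37 deg C after overnight attachment, and ARE reporter activity was quantified by firefly luciferase luminescence.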
MCF10A rerep – A quantitative high throughput screen for small molecules that induce DNA re-replication in MCF 10a normal breast cells; MCF 10A DNA re-replication, Hoechst nuclear intensity, 48 h; Potency, µM (titrated, usually from 46.1 µM), inactives show top-dose activity, positive = re-replication, hits mostly activators; 350,000 compounds, 2.9% hits; AID 624296, 2012; note: % of control where 0% means no effect; nearly all actives have a fitted effect of over 50% in size
ATXN viability – Viability Counterscreen for Primary qHTS for Inhibitors of ATXN expression; S2 cells (HEK-293 line with an ATXN2-luciferase reporter) viability, CellTiter-Fluor protease fluorescence, 24 h; Potency, µM (series often up to 56.7 µM), most hits filed as cytotoxic; 400,000 compounds, 0.49% hits; AID 651635, 2014; note: nearly all actives have a fitted effect of over 40% in size
Nrf2 inh – Nrf2 qHTS screen for inhibitors | A549 ARE-Fluc reporter, luciferase luminescence, 18-24 h | Potency, µM (doses to about 46 µM), for inactives: at the highest dose activity change, negative = inhibition, most hits filed as inhibitors | 360,000 compounds, 2.1% hits | AID 504444, 2011; note: % is set by controls: 0 for no effect and ±100 for the full control effect; nearly all actives have a fitted effect of over 60% in size
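Concentration-response testing used A549 ARE_Fluc cells at 5000 cells/well. Following an 18-24 h compound incubation, viability was read by fluorescence (Ex 405/Em 525) and luciferase output by luminescence.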
Numbers without * were called inactive; i = inactive; ? = inconclusive; · = no result given. Calls come from the whole dose curve; as a rule, active = well fitted curve in the direction sought with a large enough effect; inconclusive = small, poorly fitted or top-dose-only effect, or another doubt; inactive = no such curve, though single readings can be large; an effect the other way counts as inactive or inconclusive. Potency is the fitted concentration of half-maximal effect.

Values in the order: MCF10A rerep	Nrf2 inh	Nrf2 activator	EPAC2 antagonist	HepG2 tox	ATXN viability	A549 tox	TGFb SMAD3 inh	ATXN2 expr inh
- O=C(CSc1nnc(-c2ccco2)c(-c2ccco2)n1)c1ccccc1
    24%	?	?	-2%	-3%	i	-4%	0%	3%
- O=S(=O)(Nn1cnnc1)c1ccccc1
    -1%	7%	-1.7%	5%	9%	i	2%	10%	0%
- Cc1cc(=O)oc2c(CN3CCN(C)CC3)c(O)c(Cl)cc12
    19%	9%	2.8%	10%	0%	i	9%	0%	-5%
- O=C(NC1CCCC1)c1cccc(S(=O)(=O)Nc2ccccc2F)c1
    -2%	?	-0.1%	-10%	-2%	i	3%	-5%	-2%
- Cc1ccc(NC(=O)c2ccc(NS(=O)(=O)/C=C/c3ccccc3)cc2)nc1
    15%	21µM*	2.1%	-9%	-25%	i	-7%	-9%	-4%
- S=c1[nH]nc(COc2ccccc2)n1/N=C/c1ccc(Cl)cc1
    ?	-26%	6.3%	1%	-25%	i	1%	0%	-15%
- CC(=O)N1CCc2cc(S(=O)(=O)NC3CCCCC3)ccc21
    5%	6%	0.4%	0%	5%	i	-13%	14%	14%
- CCOC(=O)c1cc(C(=O)OCC)c(=O)[nH]c1SCc1ccccc1
    ?	20%	-0.8%	-9%	7%	i	16%	?	-10%
- CC1(C)CC(=O)C2=C(C1)Oc1ncn(CCCO)c(=N)c1C2c1ccccc1 (stereo not drawn)
    -2%	11%	0.1%	2%	-9%	i	3%	1%	3%
- CCOC(=O)C1=C(C)N=C2SCCC(=O)N2C1c1ccc(C(=O)OC)cc1 (stereo not drawn)
    -12%	7%	?	-3%	-67%	i	1%	-9%	-3%
- CC(C)Cc1nnc(NC(=O)CN2C(=O)NC3(CCCCC3)C2=O)s1
    -25%	-1%	0.4%	12%	0%	i	6%	-3%	-12%
- O=C1N[C@@H](Cc2ccccc2)C(=O)N2[C@H]1C[C@]1([C@]34C[C@H]5C(=O)N[C@@H](Cc6ccccc6)C(=O)N5[C@H]3N(S(=O)(=O)c3ccccc3)c3ccccc34)c3ccccc3N(S(=O)(=O)c3ccccc3)[C@H]21
    17%	-11%	-0.9%	12%	0%	i	-7%	-3%	-2%
- CCS(=O)(=O)N1CCC(C(=O)NCCCN2CCN(c3ccccc3F)CC2)CC1
    ?	-6%	0.4%	5%	3%	i	4%	8%	-12%
- CC(Sc1nccn1C)C(=O)Nc1ccc(Cl)cn1 (stereo not drawn)
    -17%	3%	0.4%	-7%	-2%	i	-1%	1%	16%
- O=C(Nc1nccs1)c1ccc(-c2ccc(F)c(Cl)c2)o1
    21%	?	13%	3%	-32%	i	-4%	-25%	-12%
- O=C(O)Cn1c(SCCOc2ccc(Cl)cc2)nc2ccccc21
    1%	-12%	-0.6%	2%	-31%	i	8%	4%	-11%
- Cc1ccc2nc(-c3ccccc3)cc(C(=O)O)c2c1
    10%	0%	0.0%	3%	-2%	i	-2%	?	2%
- COc1ccccc1N1CCN(c2csc3ccccc3c2=O)CC1
    ·	·	10%	·	-24%	?	-21%	-7%	-3%
- CC(C)Oc1ccc(OCCn2c(=S)[nH]c3c(N)ncnc32)cc1
    -3%	-8%	0.4%	4%	8%	?	-6%	0%	·
- COC(=O)c1cc(S(=O)(=O)NCc2cccc(Br)c2)c[nH]1
    1%	5%	-0.6%	-10%	2%	?	-1%	4%	4%

Next part (five carried over from the part before).
Values in the order: MCF10A rerep	Nrf2 inh	Nrf2 activator	EPAC2 antagonist	HepG2 tox	ATXN viability	A549 tox	TGFb SMAD3 inh	ATXN2 expr inh
- O=C(O)Cn1c(SCCOc2ccc(Cl)cc2)nc2ccccc21
    1%	-12%	-0.6%	2%	-31%	i	8%	4%	-11%
- Cc1ccc2nc(-c3ccccc3)cc(C(=O)O)c2c1
    10%	0%	0.0%	3%	-2%	i	-2%	?	2%
- COc1ccccc1N1CCN(c2csc3ccccc3c2=O)CC1
    ·	·	10%	·	-24%	?	-21%	-7%	-3%
- CC(C)Oc1ccc(OCCn2c(=S)[nH]c3c(N)ncnc32)cc1
    -3%	-8%	0.4%	4%	8%	?	-6%	0%	·
- COC(=O)c1cc(S(=O)(=O)NCc2cccc(Br)c2)c[nH]1
    1%	5%	-0.6%	-10%	2%	?	-1%	4%	4%
- C/C=C/C(=O)OCC(=O)Nc1cccc(S(=O)(=O)NC2=NCCCCC2)c1
    1%	7%	4.3%	11%	5%	i	-8%	9%	-2%
- CCN(Cc1ccncc1)C(=O)c1cccc(S(=O)(=O)N2CCCCC2)c1
    -2%	1%	-0.1%	1%	-6%	i	-1%	-14%	1%
- Cc1ccc(-n2c(Cc3cccn3C)nnc2SCC(=O)Nc2nnc(C)s2)cc1
    17%	·	1.8%	-8%	-5%	i	3%	-5%	15%
- COC(=O)CN1CC(=O)N(c2ccccc2)C1=S
    0%	6%	-0.2%	21%	8%	i	2%	16%	-11%
- CCN1C(=O)[C@H]2[C@@H](c3ccc(OC)cc3)N3C(=O)CN(CCOC)C(=O)[C@@]3(C)[C@H]2C1=O
    -5%	10%	0.3%	21%	2%	i	-11%	-1%	3%
- COC(=O)CNC(=O)CCc1nnc(C2(c3ccc(Cl)cc3)CCC2)o1
    6%	?	0.4%	18%	29%	i	3%	-1%	·
- COc1ccc(Nc2cc(Cl)nc(N)n2)cc1
    0%	?	2.1%	-3%	-15%	i	-5%	-8%	2%
- CCOC(=O)Nc1ccc2c(c1)N(C(=O)OC)c1ccccc1CC2
    ?	-22%	-0.3%	2%	7%	?	·	-8%	-10%
- CCOC(=O)c1c(NC(=O)CCN2CCOCC2)sc2c1CC(C)(C)OC2
    ?	0%	?	5%	-24%	i	9%	5%	4%
- COc1ccc([C@@H]2CC=C(C(=O)O)[C@H](c3ccc(F)cc3)N2S(=O)(=O)c2ccccc2C)cc1
    13%	0%	0.0%	12%	-4%	i	-15%	-4%	3%

Record cards, as listed above.
`CCN1C(=O)[C@H]2[C@@H](c3ccc(OC)cc3)N3C(=O)CN(CCOC)C(=O)[C@@]3(C)[C@H]2C1=O` across the screens: MCF10A rerep: -5%; Nrf2 inh: 10%; Nrf2 activator: 0.3%; EPAC2 antagonist: 21%; HepG2 tox: 2%; ATXN viability: i; A549 tox: -11%; TGFb SMAD3 inh: -1%; ATXN2 expr inh: 3%
`CCOC(=O)Nc1ccc2c(c1)N(C(=O)OC)c1ccccc1CC2` across the screens: MCF10A rerep: ?; Nrf2 inh: -22%; Nrf2 activator: -0.3%; EPAC2 antagonist: 2%; HepG2 tox: 7%; ATXN viability: ?; A549 tox: ·; TGFb SMAD3 inh: -8%; ATXN2 expr inh: -10%

Next compounds follow:
Values in the order: MCF10A rerep	Nrf2 inh	Nrf2 activator	EPAC2 antagonist	HepG2 tox	ATXN viability	A549 tox	TGFb SMAD3 inh	ATXN2 expr inh
- CCCC(CCC)n1[nH]c(=O)c2c(C)cc(C)nc21
    -5%	15%	0.6%	14%	2%	i	2%	4%	-9%
- CCCN(CCC)C(=O)c1cc([N+](=O)[O-])cc2c1-c1ccc([N+](=O)[O-])cc1C2=C(C#N)C#N
    ?	-2%	9.3%	3%	-3%	i	?	-13%	·
- CCc1c(C)c2ccc(O)c(CN3CCN(c4ccc(F)cc4)CC3)c2oc1=O
    ·	18%	0.7%	·	-28%	i	-1%	?	?
- C=CCn1c(CNC(=O)c2ccco2)nnc1SCC(=O)c1ccc(OC)cc1
    0%	6%	-0.3%	-3%	-23%	i	-2%	-5%	6%
- CCn1c(=O)c(C(=O)NCCc2ccc(Cl)cc2)c(O)c2ccccc21
    8%	1%	0.4%	-8%	-1%	i	-5%	-5%	-33%
- COc1ccc(C)cc1N(C(=O)c1ccccc1F)c1nc2ccccc2s1
    0%	-22%	0.3%	3%	-5%	·	1%	-1%	-4%
- CCCCOC(=O)c1ccc(NC(=O)COC(=O)CN2C(=O)NC3(CCCC3)C2=O)cc1
    0%	9%	-0.4%	-9%	4%	i	0%	-2%	19%
- CC(C)(C)NC(=O)C[C@H]1C[C@H](C(=O)N2CCOCC2)[C@@]2(C)c3[nH]c4cc(-c5ccco5)ccc4c3CCN2C1=O
    12%	4%	4.7%	-1%	-18%	i	-2%	?	-1%
- CC(=O)Nc1ccc(-n2cnnn2)cc1
    18%	4%	-0.2%	-1%	5%	i	-7%	-27%	-6%
- Cc1ccc(CN2CCC[C@]3(N[C@H](c4ccccc4)[C@@H]4C(=O)N(C)C(=O)[C@@H]43)C2=O)cc1
    ·	·	-0.3%	8%	-8%	i	·	2%	-11%
- COc1cc(C(=O)Nc2cc(-c3cn4cccnc4n3)ccc2C)cc(OC)c1OC
    5%	-8%	2.1%	-1%	8%	i	-14%	-15%	2%
- C[C@@H]1CN([C@H](C)CO)C(=O)CCCn2nncc2CO[C@@H]1CN(C)S(=O)(=O)c1ccc2c(c1)OCCCO2
    ·	·	-0.3%	27%	-24%	i	·	17%	-7%
- Cc1ccc(SCc2noc(C(=O)NCC3CCCO3)c2C(=O)O)cc1C (stereo not drawn)
    9%	-2%	-0.9%	1%	-18%	i	5%	-16%	-1%
- Cc1ccc(CN2C(=O)COc3cc(NS(C)(=O)=O)ccc32)cc1
    7%	?	0.1%	0%	-21%	i	6%	-3%	-14%
- Cc1cc(C)cc(CC(=O)N2CCC2(C)C(=O)NS(=O)(=O)c2ccccc2)c1 (stereo not drawn)
    ·	·	0.8%	9%	-11%	i	·	-16%	13%
- Nc1[nH]n(-c2ccccc2)c(=O)c1N=Nc1ccc2c(c1)OCO2
    26%	?	8.1%	-11%	-22%	?	?	-23%	·
- CCC(=O)NC(c1cc(Cl)c2ccccc2c1O)C1CC1 (stereo not drawn)
    9%	8%	11%	?	-1%	i	4%	-15%	-9%
- COc1cc2c(cc1OC)CN(C(=O)CSc1ccccc1C)CC2
    2%	-9%	-0.6%	-6%	-13%	i	0%	-4%	11%
- COc1cc(CNc2ccc(N3CCOCC3)cc2)ccc1OCC(=O)NC(C)(C)C
    5%	16µM*	2.8%	1%	-16%	i	-2%	-7%	·

Assay outcomes: PubChem BioAssay, National Center for Advancing Translational Sciences (NCATS)

This is a subset; the hit share may differ from the screen's.
